West Nile antiviral = West Nile virus antiviral activity, cell-based, CPE readout (AID 1621); West Nile virus-infected cells, CPE inhibition; higher % means a stronger effect; CPE inhibition, % at 10 µM; hits with a dose series show IC50 in µM; 290,000 tested, 0.02% active; in the data active means a potency from the dose series; inconclusive means CPE inhibition mostly from about 3.7% at the one dose, without a potency; inactive means the rest, 99 in 100 with CPE inhibition below about 2.2%; further: strong numbers were not always called active
Dengue-2 NS5 capping = Dengue-2 NS5 methyltransferase inhibitors, primary screen, biochemical, confirmation dose response (AID 588689); Genome polyprotein (Dengue virus type 2 (strain 16681-PDK53)); Dengue-2 NS5 methyltransferase capping enzyme assay, biochemical; higher % means a stronger effect; one-dose inhibition, % at 25 µM; IC50 in µM for titrated hits; 340,000 tested, 0.3% active; in the data active means a potency from the dose series; inconclusive means inhibition above about 29% without an active follow-up result
Yfh1-off respiration = enhancers of respiration in Yfh1-depleted yeast, dose response, Friedreich's ataxia, plus single-dose screen (AID 1465) | S. cerevisiae Yfh1-off respiration, WST-1 reduction, 72 h; higher fold induction means a stronger effect | one-dose fold induction at 50 µM; EC50 in µM for titrated hits | 220,000 tested, 0.074% active;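 active means fold induction of absorbance versus untreated yeast above a set limit, then at least 30% activation at any dose in follow-up; inconclusive means repeats straddling the limit, or above it without dose testing; inactive means fold induction below the set limit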;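 further: activators that raise dye reduction in frataxin-depleted yeast; strong numbers were not always called active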
AID2073 = inhibitors of Mint1-CaV2.2 protein interaction, biochemical, HTRF (AID 2073); inhibition, % at 20 µM; hits with a dose series show IC50 in µM; Voltage-dependent N-type calcium channel subunit alpha-1B (Homo sapiens); 290,000 tested, 0.19% active; HTRF protein-protein interaction, Mint1-CaV2.2; higher % means a stronger effect; in the data active means inhibition mostly above about 51%, no sharp cut-off; inconclusive means no clear call, values can overlap the other calls; inactive means mostly below about 53%; further: some results filed as inactive read as strong as hits
KOR beta-arrestin-1 = KOR agonists, beta-arrestin recruitment, primary screen, cell-based, luminescence, uHTS (AID 1777). Kappa-type opioid receptor (Homo sapiens). KOR beta-arrestin recruitment, luminescence; higher % means a stronger effect. 280,000 tested, 0.02% active. one-dose activation, % at 10 µM; EC50 in µM for titrated hits; in the data active means activation above about 50%, passing the limit was not always enough; further: a part of the inactive calls stands beside numbers as strong as those of hits
KOR beta-arrestin-2 = KOR antagonists, beta-arrestin recruitment, cell-based, luminescence, uHTS (AID 1778) | inhibition, % at 10 µM; hits with a dose series show IC50 in µM | KOR beta-arrestin recruitment, luminescence, antagonist mode; higher % means a stronger effect | Kappa-type opioid receptor (Homo sapiens) | 290,000 tested, 0.091% active; further: strong numbers were not always called active
HIV peptide binding = inhibitors of HIV fusion peptide binding, primary screen, biochemical, uHTS, fluorescence dequenching (AID 1986). cell-free peptide binding, fluorescence dequenching, 30 min; higher % means a stronger effect. inhibition, % at 20 µM, or IC50 in µM where a hit was titrated. 290,000 tested, 0.3% active; in the data active means inhibition mostly above about 52%, no sharp cut-off; inactive means mostly below about 76%; further: some results filed as inactive read as strong as hits
NOD1 NF-kB reporter = NOD1 signaling inhibitors, primary screen, cell-based, luminescence, uHTS (AID 1578). inhibition, % at 4 µM, or EC50 in µM where a hit was titrated. 290,000 tested, 1% active. NOD1-driven NF-kB luciferase reporter cells, luminescence; higher % means a stronger effect; in the data active means inhibition mostly above about 36%, no sharp cut-off; inactive means mostly below about 34%;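 further: HEK-293T reporter cells stimulated with the NOD1 agonist gamma-tri-DAP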
HEK293 NOD2/NF-kB = NOD2 signaling inhibitors, cell-based, luminescence, uHTS, HEK293 (AID 1566); HEK293 NOD2/NF-kB luciferase reporter, luminescence; higher % means a stronger effect; inhibition, % at 4 µM; hits with a dose series show EC50 in µM; 290,000 tested, 0.63% active; further: many of its hits are not listed in these tables
Dengue-2 NS5 capping pilot replicate = second read-out of Dengue-2 NS5 capping, no call of its own (marks repeat the call); inhibition, %; measured here: pilot screen replicate inhibition
* hit, by the source's call; i = inactive; ? = inconclusive; / = no result given; [ ] = dose if it differs, or a comment. Unless noted, no stated cut-off is given here; in the data, active means inhibition above about 50%; inactive means the rest. A portion of the library, so the mix of outcomes need not match the whole.

SMILES | West Nile antiviral | Dengue-2 NS5 capping | Yfh1-off respiration | AID2073 | KOR beta-arrestin-1 | KOR beta-arrestin-2 | HIV peptide binding | NOD1 NF-kB reporter | HEK293 NOD2/NF-kB | others
CCC(Sc1nnc(-c2ccc(C)c(Cl)c2)n1CC)C(=O)Nc1nccs1 (configuration not stated) | -0.6% | -6% | i | 0% | / | -5% | 2.6% | 40% | 28%
O=C(c1ccc(S(=O)(=O)N2CCCCC2)cc1)N(c1ccccn1)C1CCCCC1 | -0.4% | -8% | i | 2% | 2.7% | 21% | -1.1% | 6% | 20%
O=C(NC1CCCCCC1)c1ccco1 | -0.3% | -6% | / | 9% | -1.5% | -30% | 0.1% | -15% | 3%
Cc1ccn2cc(C(=O)Nc3ccccc3N3CCOCC3)nc2c1 | 0.1% | 1% | i | 24% | -1.6% | -11% | -1.6% | -43% | 19%
CC(C)Oc1ccc(CCc2nnc(SC(C)C(=O)O)n2-c2ccccc2)cc1 (configuration not stated) | -0.1% | -4% | i | 12% | 11% | -25% | 1.4% | -34% | 11%
CCOC(=O)c1c(O)c2c([nH]c1=O)CCCC2 | 0.4% | -2% | i | 0% | 1.2% | 18% | 0.8% | -8% | 8%
CCOc1cccc2cc(C(=O)N3CCc4ccccc4C3)c(=O)oc12 | -0.3% | -2% | i | 5% | 0.5% | -27% | 1.4% | / | 6%
COc1cc(C(C)=O)ccc1OCC(O)CNCC(O)c1ccccc1 (configuration not stated) | -0.3% | -2% | / | 4% | 5.5% | 40% | -0.5% | 7% | -15%
Cc1ccc(C(=O)Nc2ccc(N3CCN(S(C)(=O)=O)CC3)cc2)cc1 | -0.8% | -1% | i | 19% | -2.1% | 9% | 0.8% | -11% | 5%
COc1ccc(C(=O)Nc2cc(C(F)(F)F)ccc2-n2cnc3ccccc32)cc1 | -0.8% | -4% | i | 12% | 6.0% | -5% | -0.4% | 22% | -8%
COc1ccc2cc(S(=O)(=O)N3CCCCC3)ccc2c1S(=O)(=O)N1CCCCC1 | 0.0% | 3% | i | -4% | -3.1% | -12% | 1.4% | -30% | 8%
COCCCNC(=S)NNC(=O)c1cc(-c2ccncc2)nc2ccccc12 | 0.4% | -5% | / | -31% | 1.0% | -23% | -3.0% | -30% | -2%
COC(=O)c1cc(-n2cccc2)ccc1N1CCOCC1 | 0.3% | 9% | i | 32% | 4.2% | 15% | -2.0% | -13% | 6%
CC(C)Cc1ccc(S(=O)(=O)N2CCN(c3ccccn3)CC2)cc1 | -1.0% | 6% | / | 1% | -2.9% | 2% | 2.6% | -8% | 12%
Cc1ccc(C)c(NC(=O)CCCCCCCCCCC2COCCO2)c1 (configuration not stated) | 0.0% | 24% | i | 5% | 1.0% | -10% | 2.1% | -10% | 15%
CCOC(=O)c1cnn(-c2ccccc2)c1NC(=O)CN1CCOCC1 | 0.5% | -3% | i | 8% | 3.3% | -20% | -2.1% | 15% | -11%
Cc1ccc(C)c2[nH]c(=O)c(CN(CC3CCCO3)C(=O)NC3CCCCC3)cc12 (configuration not stated) | 0.1% | 1% | i | 5% | -1.9% | 9% | 0.1% | 2% | 15% | Dengue-2 NS5 capping pilot replicate=-0.5
Cc1ccc(S(=O)(=O)c2cccc(S(=O)(=O)N3CCCC3)c2)cc1S(=O)(=O)N1CCCC1 | -0.2% | 3% | i | -1% | 0.1% | -10% | -3.8% | 48% | 29%
CCOc1ncccc1C(=O)Nc1cccc(C(=O)Nc2cccc(S(=O)(=O)CCO)c2)c1 | 2.0% | -10% | i | -2% | -1.1% | 10% | -1.0% | -3% | 18%
CCOc1ccc2c(C)c(C)c(=O)oc2c1OCC | -0.5% | -4% | i | 24% | 1.4% | 18% | 1.3% | -23% | 15%

Some of these compounds in order of molecular weight, descending.
SMILES | West Nile antiviral | Dengue-2 NS5 capping | Yfh1-off respiration | AID2073 | KOR beta-arrestin-1 | KOR beta-arrestin-2 | HIV peptide binding | NOD1 NF-kB reporter | HEK293 NOD2/NF-kB | others
CCC(Sc1nnc(-c2ccc(C)c(Cl)c2)n1CC)C(=O)Nc1nccs1 (configuration not stated) | -0.6% | -6% | i | 0% | / | -5% | 2.6% | 40% | 28%
CC(C)Oc1ccc(CCc2nnc(SC(C)C(=O)O)n2-c2ccccc2)cc1 (configuration not stated) | -0.1% | -4% | i | 12% | 11% | -25% | 1.4% | -34% | 11%
CCOc1cccc2cc(C(=O)N3CCc4ccccc4C3)c(=O)oc12 | -0.3% | -2% | i | 5% | 0.5% | -27% | 1.4% | / | 6%

Next entries:
SMILES | West Nile antiviral | Dengue-2 NS5 capping | Yfh1-off respiration | AID2073 | KOR beta-arrestin-1 | KOR beta-arrestin-2 | HIV peptide binding | NOD1 NF-kB reporter | HEK293 NOD2/NF-kB | others
NS(=O)(=O)c1ccc(CNC(=O)CCC2CCCCC2)cc1 | -0.8% | -6% | i | -10% | 3.2% | -6% | -0.2% | 6% | 7%
Cc1noc(C)c1S(=O)(=O)N1CCC(C(=O)N2CCC(C)CC2)CC1 | -0.8% | 7% | i | 3% | -2.1% | -6% | -1.5% | -22% | 2%
CC(=O)c1ccc(OCC(C)C)c(CN2CCCCC2)c1 | 1.0% | -54% | i | 0% | -1.6% | 11% | -1.1% | 2% | 10%
Cc1ccc(NS(=O)(=O)c2ccc(C(=O)N3CCCCCCC3)cc2)cc1 | 0.5% | -7% | / | 11% | 0.6% | 6% | 0.2% | -18% | 18%
O=C(Nc1ccc(NC(=O)c2ccco2)nc1)c1cccc(F)c1 | -0.2% | -12% | / | 1% | -1.3% | 11% | -1.7% | -73% | -56%
COc1nc(-c2ccccc2)c2cc(C)ccc2n1 | -0.2% | -1% | / | 15% | -5.2% | -22% | -0.5% | -29% | 0%
Cc1ccsc1CNn1cnnc1SCc1ccccc1F | 0.4% | -6% | i | -5% | -4.4% | -39% | 0.5% | -20% | 6%
O=S(=O)(NCCc1ccccc1)c1cccs1 | -0.6% | -6% | / | 0% | -0.7% | -22% | 1.1% | -5% | 5%
O=C(CSc1nc(O)cc(=O)n1-c1ccccc1)Nc1ccccn1 | 1.4% | -2% | i | 28% | 0.5% | -20% | 6.5% | 16% | 8%
O=[N+]([O-])c1cc(/C=N/Nc2nc(N3CCOCC3)nc(N3CCOCC3)n2)ccc1Cl | -0.2% | -5% | i | 4% | -5.6% | -29% | 0.9% | -15% | 0%
O=[N+]([O-])c1cccc(-c2nc(-c3ccccc3)no2)c1 | 0.3% | -3% | i | 2% | 6.8% | -18% | -0.8% | -24% | -105%
CC(C)N(C1=N/C(=C\c2ccco2)C(=O)N1c1ccccc1)C(C)C | -0.4% | 4% | i | -27% | -3.2% | -11% | 37% | 19% | 2%
CCc1cccc(NC2c3ccccc3C(=O)N2c2cccnc2)c1 (configuration not stated) | -0.3% | -3% | i | -8% | -1.6% | -21% | 0.5% | -26% | 15%
CC(Nc1n[nH]c(=O)[nH]c1=O)C(=O)N/N=C/c1cccs1 (configuration not stated) | 0.2% | -6% | i | 2% | -4.1% | -31% | 0.1% | -22% | 12%
CCC(c1nc2ccccc2c(=O)n1CCN1CCOCC1)N1C(=O)c2ccccc2C1=O (configuration not stated) | -0.2% | 2% | i | 4% | 3.0% | 27% | 1.3% | -5% | 9%
CC(=O)Nc1ccc(S(=O)(=O)NCC2CCC(C(=O)N3CCCCCC3)CC2)cc1 (configuration not stated) | 0.0% | -10% | i | 5% | 3.5% | -21% | -0.4% | 9% | 9%
COc1ccccc1NC(=O)Cc1nnc(SCC(=O)NC2CCCC2)n1C | -0.2% | 6% | / | 16% | -0.8% | 2% | -0.6% | -16% | -3%
COC(=O)c1ccccc1NCc1cc(=O)oc2cc(O)c(O)cc12 | -1.3% | 3% | / | 38% | 4.7% | 1% | 17% | 0% | 31%
COc1ccc(N2CCN(C(=O)CSc3nc4c(c(=O)n(C)c(=O)n4C)n3C(C)C)CC2)cc1 | -0.6% | -5% | i | 12% | -0.1% | -41% | 1.9% | -42% | 4%
COc1ccccc1N1CCN(S(=O)(=O)c2ccccc2F)CC1 | 0.0% | -6% | i | -2% | -3.9% | -4% | -1.7% | -2% | 21%
O=C(CC(=O)Nc1ccccc1C(F)(F)F)Nc1ccccc1C(F)(F)F | -0.5% | -6% | / | 11% | 1.0% | -33% | 3.1% | 2% | 6%
CCCCCCCCCCCCOC1OC(CO)C(O)C(O)C1NC(C)=O (configuration not stated) | 0.8% | 4% | i | -6% | -0.9% | 3% | -0.9% | -21% | 6%
CCc1c(C(=O)NN2C(=O)C3CCCCC3C2=O)csc1C (configuration not stated) | 2.4% | -3% | i | -1% | 1.8% | -2% | 3.2% | -38% | 1%
O=C(CN1C(=O)/C(=C\c2cccc(Cl)c2)Oc2ccccc21)N1CCN(c2ccccn2)CC1 | -0.6% | / | i | ? | 53% | -175% | 0.4% | -64% | -1%
CCC(c1nnc(SCC(=O)Nc2ccc(C(C)=O)cc2)n1C1CCCCC1)N(C)C (configuration not stated) | -0.1% | -10% | i | -8% | 0.7% | -5% | 3.0% | -36% | 8%
FC(F)(F)c1nnc2ccc(NCc3ccccc3)nn12 | -0.2% | -4% | i | 7% | -2.3% | -2% | 2.0% | -26% | 8%
CC(C)(SC(=S)N1CCCCCC1)C(=O)O | 0.5% | -6% | i | -4% | 6.3% | -37% | 0.1% | 4% | 2%
C/C(=N/NS(=O)(=O)c1ccc(C)cc1)[C@H]1C[C@@H]1c1ccccc1 | 0.1% | -6% | i | 5% | -2.7% | 1% | -0.4% | -1% | 25%
NC(=O)CSc1nnc(-c2ccc(S(=O)(=O)N3CCOCC3)cc2)n1Cc1ccccc1 | 0.5% | -7% | i | 1% | -1.5% | -41% | -2.1% | 12% | 5%
CCOc1ccc(Nc2nc(N3CCOCC3)nc(N3CCOCC3)n2)cc1 | -0.2% | -2% | / | 6% | -4.0% | 9% | -0.5% | 9% | 13%
CCOC(=O)Cn1cnc([N+](=O)[O-])n1 | 0.6% | -6% | i | 12% | -3.7% | 20% | 1.1% | -26% | 11%
Cc1ccccc1N1CCN(Cc2nc(Cc3ccccc3)no2)CC1 | -1.2% | -5% | i | 4% | -11% | -34%[20 µM] | -1.0% | -22% | -10%
CN(C)c1ccc(/C=C/C(=O)c2cc(Cl)ccc2O)cc1 | -0.3% | -13% | i | 15% | 5.9% | 33% | 41% | -14% | 12%
O=C1Nc2ccccc2C(O)(C(=O)NCc2ccc3c(c2)OCO3)N1c1ccc(Cl)c(Cl)c1 (configuration not stated) | 0.7% | -6% | i | -3% | 4.8% | 9% | 2.7% | 18% | 1%
COc1ccc(N2CCN(C(=O)CCn3nnc4ccccc43)CC2)cc1 | -0.3% | 0% | i | 22% | -1.5% | -12% | -1.5% | -5% | -13%
CCC(=O)c1cn(CC(=O)O)c2ccccc12 | 0.7% | 12% | i | -3% | -2.7% | -36%[20 µM] | -0.5% | -20% | 6%

Screening data deposited in PubChem BioAssay by several laboratories.
